Wee1 degr inh = blocks degradation of human Wee1 kinase; reporter increase, % at 5 µM; AID 1321; 1.2% of 220,000 active; HeLa Luc-Wee1K328M stability, luciferase luminescence; 100% = proteasome inhibitor MG132 effect;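 active = activation above the mean of all tested compounds plus 3 SD, set per screening run, cut at about 8.8% in these data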;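 also: cells exposed to compound for 20 h before luminescence read; 0% = DMSO alone and 100% = MG132 at 30 µM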
Target sequence (P30291 whole entry K328M): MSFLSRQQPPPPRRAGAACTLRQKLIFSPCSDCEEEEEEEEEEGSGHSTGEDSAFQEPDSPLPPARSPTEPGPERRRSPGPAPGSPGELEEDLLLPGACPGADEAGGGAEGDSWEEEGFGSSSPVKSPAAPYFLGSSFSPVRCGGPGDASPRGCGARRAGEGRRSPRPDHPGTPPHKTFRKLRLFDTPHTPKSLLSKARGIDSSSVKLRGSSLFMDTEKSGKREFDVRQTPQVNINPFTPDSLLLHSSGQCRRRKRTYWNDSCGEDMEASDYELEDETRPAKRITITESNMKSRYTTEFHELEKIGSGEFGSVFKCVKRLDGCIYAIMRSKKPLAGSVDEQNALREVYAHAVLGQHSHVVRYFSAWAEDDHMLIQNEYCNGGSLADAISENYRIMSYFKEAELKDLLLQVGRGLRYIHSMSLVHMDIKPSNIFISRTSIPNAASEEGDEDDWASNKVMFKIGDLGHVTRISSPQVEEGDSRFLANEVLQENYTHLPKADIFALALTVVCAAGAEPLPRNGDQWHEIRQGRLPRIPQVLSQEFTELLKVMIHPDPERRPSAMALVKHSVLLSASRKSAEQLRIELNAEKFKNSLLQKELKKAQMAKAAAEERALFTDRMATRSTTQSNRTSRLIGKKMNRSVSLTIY
CHOP inh = CHOP inhibition in unfolded protein response; CHO-K1 CHOP-promoter luciferase, tunicamycin-induced, 15-18 h; inhibition, % at 10 µM; 3.8% of 220,000 active;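 active = compounds that reduced the stress-induced luciferase reporter signal by more than about 70% of percent inhibition, limit read from the data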;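 also: 0% = tunicamycin plus vehicle and 100% = wells without tunicamycin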
FXIa inh = inhibitors of human coagulation factor XIa. purified FXIa, Boc-Glu-Ala-Arg-AMC fluorogenic substrate. P03951. AID 798. 0.14% of 220,000 active. inhibition, % at 5 µM;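 active = inhibition of at least 40%; inactive = inhibition below 40%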;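 also: fluorescence of freed AMC excited at 355 nm; 0% = enzyme without compound and 100% = no enzyme blank; many of its hits are not listed in these tables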
PPC-1+TRAIL kill = kills PPC-1 cancer cells in the presence of TRAIL. PPC-1 cells + TRAIL, ATPLite viability luminescence. cell killing (% activity), % at 4 µM. 0.41% of 220,000 active. AID 1443;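 active = cell killing above 50% in the first pass at 4 µM, then a duplicate retest at 5 µM averaging 50% or more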;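 also: plate controls were cells with TRAIL plus DMSO for no effect and medium-only wells lacking cells for full effect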
EP2 antag = inhibitors of human EP2 prostaglandin E2 receptor; P43116; C6 glioma cells expressing human EP2, cAMP TR-FRET; cells stimulated with saturating PGE2; inhibition, % at 25 µM; 0.52% of 260,000 active; AID 1422;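 active = percent inhibition above 40 after rounding to a whole number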;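 also: rat C6 glioma host cells with rolipram phosphodiesterase inhibitor present; the protocol text gives 20 µM as final concentration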
Target sequence (P43116 whole entry, looked up): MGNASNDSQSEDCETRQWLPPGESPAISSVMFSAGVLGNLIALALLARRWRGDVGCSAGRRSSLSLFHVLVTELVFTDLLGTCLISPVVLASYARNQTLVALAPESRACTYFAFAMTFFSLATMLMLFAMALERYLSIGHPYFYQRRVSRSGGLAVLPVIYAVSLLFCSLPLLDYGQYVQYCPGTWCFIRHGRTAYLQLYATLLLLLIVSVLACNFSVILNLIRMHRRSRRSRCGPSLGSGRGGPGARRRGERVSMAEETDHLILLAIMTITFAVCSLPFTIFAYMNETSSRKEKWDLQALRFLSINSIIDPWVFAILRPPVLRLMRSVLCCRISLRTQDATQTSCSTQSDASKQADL
zVAD death inh = blocks zVAD induced death of L929 cells; viability rescue, % at 10 µM; AID 1377; L929 zVAD necroptosis rescue, ATP luminescence, 24 h; with zVAD 60 µM; 0.38% of 220,000 active;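 active = activation, scaled between plate controls, above about 75%, limit read from the data; inactive = activation under that limit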;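 also: 0% = zVAD with DMSO and 100% = DMSO alone without zVAD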
FXIIa inh 1536 = factor XIIa (human) inhibition; P00748; inhibition, % at 5 µM; purified FXIIa, Boc-QGR-AMC fluorogenic substrate, 2 h; AID 800; 0.3% of 220,000 active; in the data active = inhibition above about 40%;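 also: 0% = enzyme with no compound and 100% = blank without enzyme; many of its hits are not listed in these tables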
TNF death inh = blocks TNF-alpha induced death of Jurkat FADD-/- cells; Jurkat FADD-/- TNF necroptosis rescue, ATP luminescence, 24 h; 0 = TNF only, 100 = no-TNF cells; activation (protection from cell death), % at 10 µM; 0.068% of 220,000 active; AID 463075;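 active = activation, meaning protection from cell death, of at least 50% relative to plate controls; inactive = activation below 50%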;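 also: necroptosis triggered by 40 ng/mL TNF-alpha added together with compound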
Tb hexokinase = blocks Trypanosoma brucei hexokinase 1 activity. recombinant TbHK1, G6PDH-coupled NADH A340. inhibition, % at 10 µM. 0.11% of 220,000 active. AID 1430;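 active = inhibition of 50% or more in the single-dose primary screen; inactive = inhibition below 50%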
* hit, by the source's call; . = no result given; & = joins results of further samples.

SMILES	Wee1 degr inh	CHOP inh	FXIa inh	PPC-1+TRAIL kill	EP2 antag	zVAD death inh	FXIIa inh 1536	TNF death inh	Tb hexokinase
CC(OC(=O)CCCCCN=C1NS(=O)(=O)c2ccccc21)C(=O)Nc1cc(Cl)cc(Cl)c1 (stereo not given)	-1	-4	4	3	9	-0.5	5	0.6	5
COCCn1c(Br)nc2c1c(=O)n(C)c(=O)n2C	-2	-10	0	24	4	1.0	4	-0.6	-3
O=C(CC1SC(=O)N(c2ccccc2)C1=O)Nc1ccc(Br)cc1 (stereo not given)	-2	10	-3	5	5	0.5	0	3.4	-1
C/C=C/C=C/C(=O)OC(C)C(=O)Nc1cc([N+](=O)[O-])ccc1OC (stereo not given)	-2	25	-3	18	2	2.4	5	0.5	-8
CC1Cc2ccccc2N1C(=O)COc1nc2ccccc2nc1N1CCOCC1 (stereo not given)	-2	23	2	11	.	-0.5	7	-6.5	-19
CCCCc1nnc(NC(=O)c2nc3nccc(C)n3n2)s1	-2	-24	-5	-24	7	0.3	2	1.1	-13
Cc1cc(C)n(-c2ccc(C(=O)Nc3nnc(C)s3)cc2)n1	1	16	-17	10	17	0.7	14	-0.6	-20
Cc1csc(Sc2ccc([N+](=O)[O-])cc2C(=O)OCC(=O)NC(=O)NC(C)(C)C)n1	-2	33	5	-1	7	1.1	22	0.0	-19
CC(Sc1ccccc1)C(=O)NN=C1CCCC1 (stereo not given)	-1	9	-4	12	3	0.5	1	1.8	-3
Cc1cc(=O)n2c(sc3ccccc32)c1C#N	0	-6	0	-20	5	68	7	-1.0	-4
COC(=O)CCC(=O)NNC(=O)c1ccc([N+](=O)[O-])cc1	0	49	0	7	5	1.4	12	-0.4	-1
Cn1[nH]c(-c2ccccc2)c(/C=N/O)c1=O	1	34	-4	-2	5	1.7	5	-0.2	-3
CC(=O)c1ccc(-c2cc([C@H]3[C@H]4C=CC[C@@H](C)[C@@H]4C(=O)N3Cc3ccccc3)ccc2F)cc1	.	18	-3	1	11	-0.6	3	-1.2	12
Cc1ccc(S(=O)(=O)Nc2nc3ccc(S(=O)(=O)N4CCCC4)cc3s2)cc1	3	14	-6	13	7	-0.3	-7	-1.4	-6
CS(=O)(=O)N1CCC(Oc2ccccc2C(=O)NC(C2CC2)C2CC2)CC1	-2	-16	-5	-3	6	-0.4	10	0.3	-3
Cc1occc1C(=O)NNS(=O)(=O)c1ccc(Cl)cc1	-5	24	5	10	6	0.5	2	0.9	6
CCC1(C)OCC(Cn2c3ccccc3c3ccccc32)O1 (stereo not given)	-1	37	10	13	10	-0.5	20	-1.1	-2
COc1cc(-c2ccc(Nc3ccccc3C(=O)O)c(OC)c2)ccc1Nc1ccccc1C(=O)O	1	1	10	11	10	-0.1	12	-3.5	-16
O=C(/C=C/c1ccc(F)cc1)NC(=S)NC1CCCCC1	-1	44	1	8	5	2.3	5	2.2	-5
CCOc1ccc(NC(=O)CN2CCN(CC(=O)Nc3ccc(Cl)c(C(F)(F)F)c3)CC2)cc1	-1	60	4	4	6	1.3	-12	0.8	-11
Cc1ccc(S(=O)(=O)C2C(=O)NC3(C)CC2c2ccccc2O3)cc1 (stereo not given)	0	18	-2	6	14	-0.3	5	1.5	0
Cc1nn(CC(=O)NCc2ccc(OC(C)C)cc2)c(=O)c2cc3occc3n12	-2	16	-8	14	.	-0.4	-24	0.3	0
Cn1c(Sc2ccc(Cl)cc2)c(C=O)c2ccccc21	-2	50	1	-11	18	0.4	4	-11	2
Cn1c(NC(=O)c2cccs2)c(-c2cccs2)c(=O)c2ccccc21	-2	-2	-3	-16	8	0.9	3	-0.3	-14
CCc1cc(N2CCOCC2)cc2c1[nH]c1ccccc12	2	9	-6	-3	12	0.3	2	-5.0	-7
Later entries:
SMILES	Wee1 degr inh	CHOP inh	FXIa inh	PPC-1+TRAIL kill	EP2 antag	zVAD death inh	FXIIa inh 1536	TNF death inh	Tb hexokinase
CC(C)(C)C1=C[C@@H](CO)C[C@@H](CO)C1	1	41	2	20	7	2.1	12	0.0	4
CC1=C(C(N)=O)C(c2ccccn2)n2nc(-c3ccccc3Cl)nc2N1 (stereo not given)	1	0	6	13	3	0.5	30	-0.4	-7
COc1ccc(C(OC(=O)c2ccco2)C(=O)NC2CCCCC2)cc1 (stereo not given)	2	32	-3	34	9	0.9	10	9.5	4
CCOC(=O)C1CCN(C(c2cccc(OC)c2)c2sc3nc(C)nn3c2O)CC1 (stereo not given)	-4	24	0	-1	6	1.8	7	1.6	-3
CCOC(=O)C1=C(CBr)NC(=O)NC1C (stereo not given)	1	-2	-5	12	9	0.7	4	-0.3	-3
C=COCCNC(=O)C(=O)NCC(C)C	-1	.	.	.	8	0.0	.	-1.8	5
CCOC(=O)C1=C(O)CSC1=Nc1ccccc1	-1	40	-22	26	15	0.7	1	-1.5	16
CC(=O)Nc1ccc(Nc2ccc(N3C(=O)CCCC3=O)cc2[N+](=O)[O-])cc1	2	-10	5	7	9	1.3	15	-0.6	0
CCc1ccc(C(C)NC(=O)c2cc(C)oc2C)cc1 (stereo not given)	3	9	-1	3	9	0.7	-5	-2.3	9
COc1ccc(-c2c3c(nc4sc5c(Cl)nc(C)nc5c24)CCC3)cc1	0	-39	-6	-2	36	-0.4	-8	-19	-13
CC(C)(C)NC(=S)N/N=C/c1cc(Br)c(O)c(Br)c1	-1	10	7	22	9	-0.3	15	2.6	-73
O=C(NCc1ccccn1)c1nc(-c2ccc(C(F)(F)F)cc2)no1	-2	11	-4	-1	9	15	4	0.9	-1
Cc1nc(NC(=O)COC(=O)C(NC(=O)c2ccco2)C(C)C)c(Cl)cc1Cl (stereo not given)	1	12	-6	24	3	0.1	-3	-0.4	7
COc1ccccc1NC1C=CS(=O)(=O)C1 (stereo not given)	1	-17	1	-8	2	0.4	-4	2.5	7
Cc1ccc(C(=O)N/C(=C\c2ccc(Cl)cc2)C(=O)NCC2CCCO2)cc1 (stereo not given)	4	-21	4	-7	8	-0.6	10	0.9	-8
Cc1ccc(C)c(NC(=S)Nc2cccc3cnccc23)c1	-1	-1	-5	46	6	-0.6	-2	-5.9	2
CCOC(=O)COc1c(Br)cc(/C=C2\SC(=O)N(CC(=O)N3CCCC3)C2=O)cc1OC	1	44	-3	-12	.	-0.2	26	-2.5	-44
COc1ccc(CCN2C(=O)CC(NCCc3ccc(S(N)(=O)=O)cc3)C2=O)cc1OC (stereo not given)	4	47	-2	1	8	0.7	12	1.1	1
C/C(=N\N=C\c1ccccc1F)c1nnn(-c2nonc2N)c1C	7	10	0	14	10	1.0	8	0.7	-17
O=C(CNC(=O)c1cccs1)c1ccc(F)cc1	2	17	6	21	21&5	-1.2	18	-1.0	3
CCCCCn1c(CN2CCN(CCO)CC2)nc2c1c(=O)n(C)c(=O)n2C	0	17	-6	4	9	0.1	19	-0.2	0
CCOc1ccc(C(=O)N2CCN(c3cccc(Cl)c3)CC2)cc1	4	-3	-1	-15	3	0.0	4	2.3	-1
CCOC(=O)C1=C(C)OC(N)=C(C#N)C1c1c(C)nn(-c2ccc(C)cc2)c1Cl (stereo not given)	3	33	6	15	.	1.1	13	-2.9	-1
Nc1cc(N)nc(SCCN2CCCCC2)n1	-1	5	6	-9	10&8	0.9	21	1.2	2
S=c1[nH]nc(-c2ccncc2)n1/N=C/C=C/c1ccco1	-2	12	28	0	6	0.4	74*	0.5	-23
The list goes on.
SMILES	Wee1 degr inh	CHOP inh	FXIa inh	PPC-1+TRAIL kill	EP2 antag	zVAD death inh	FXIIa inh 1536	TNF death inh	Tb hexokinase
O=C(O)c1cccc(Oc2cccc(Cl)n2)c1	-2	12	1	7	3	0.2	12	0.6	-5
O=C(O)CC(CC(=O)Nc1ccc(-n2ccc(C(F)(F)F)n2)cc1)c1ccccc1 (stereo not given)	1	-9	-4	-4	7	0.5	4	2.5	8
COc1cccc(-n2c(SCC(=O)Nc3cc(C)on3)nc3ccccc3c2=O)c1	-1	-2	-4	-5	7	-0.5	12	-4.1	1
COc1ccc(C)c2sc(=NC(=O)c3ccc(C(C)=O)cc3)n(C)c12	-3	-20	0	28	7	-1.0	17	-3.8	-56
CC1CCCCC1NC(=O)CSc1nnnn1-c1ccccc1 (stereo not given)	1	-14	4	24	5	-0.8	18	-1.1	-4
O=C(C1=C[C@@H](c2csc3ccccc23)C[C@@H](OCCCCO)O1)N1CCN(Cc2ccc3c(c2)OCO3)CC1	7	9	3	-1	8	0.5	13	-0.3	-16
COc1ccccc1CN(Cc1cc2cc(C)cc(C)c2[nH]c1=O)Cc1nnnn1CC1CCCO1 (stereo not given)	1	64	-7	0	12	-0.1	-6	-2.6	-11
Cc1ccc(-c2cc(Cc3ccncc3)c(=O)[nH]n2)cc1	0	15	-3	18	3	-0.8	5	2.5	-6
Cc1cc(-c2n[nH]c(=S)n2-c2ccccc2C)cs1	-3	25	10	14	12	-0.3	11	0.4	1
O=C(CCC(=O)c1cccs1)c1cccs1	-1	-2	11	19	8	0.0	23	5.7	0
Cc1[nH]nc(Nc2ccc(Br)cc2)c1[N+](=O)[O-]	9.2*	18	-5	15	11	0.9	0	2.1	-11
Cc1cc(N)n2nc(-c3ccccc3)cc2n1	-1	-6	7	68*	10	-0.5	10	-6.1	-6
Cc1[nH]nc(N=CC2=C(O)CC(C)(C)CC2=O)c1-c1ccccc1	0	-9	-3	2	16	0.4	3	0.5	-12
CN(C)c1cc[n+](CC(=O)Nc2ccc(Oc3ccccc3)cc2)cc1	-2	14	-2	31	6&6	1.0	7	-12	11
Oc1ccc(Cl)cc1C1=NCCNC(C(F)(F)C(F)F)=C1	3	13	-18	-31	14	0.2	4	5.2	-35
COC(=O)c1cc(NS(=O)(=O)c2ccc(N3CCOCC3)c(N)c2)cc(C(=O)OC)c1	0	-3	-1	22	6	0.7	0	2.4	1
CN=C1CC(C)(C)CC(=O)/C1=C(/O)CCC(=O)NC	6	1	-3	14	23	0.0	4	-1.1	-2
O=c1c2ccccc2nc(/C=C/c2c[nH]c3ccccc23)n1-c1ccc([N+](=O)[O-])cc1	4	15	9	11	5	-0.1	7	1.2	1
COc1cc2c(cc1OC)C(C(=O)NC1CC1)C1c3ccccc3CCN1C2=O (stereo not given)	0	.	.	.	13	-0.8	.	0.7	-2
COc1ccc(C(=O)Nc2cc(C)ccc2NC(=O)COc2ccccc2)cc1	5	-22	-2	33	22	0.3	12	-2.8	0
O=C(Nc1ccccc1Sc1ccccc1)C1CCCO1 (stereo not given)	0	10	1	5	5	0.0	20	0.5	-1
COc1ccc(N2CCN(CCNC(=O)CCN3C(=O)COc4ccccc43)CC2)cc1	-2	26	2	14	20	0.1	12	0.9	-1
Cc1cc(C(=O)N/N=C/c2cccc([N+](=O)[O-])c2)c(C)n1-c1ccccc1	1	-23	1	15	10	1.1	3	1.9	-5
Cc1ccc(C(=O)Nc2nnn(C)n2)cc1	4	-22	1	25	9	0.0	0	-1.8	4
NC(N)=NS(=O)(=O)c1ccc(NC(=S)NC(=O)/C=C/c2ccco2)cc1	4	-13	4	13	14	1.1	11	2.6	-23
COC(=O)c1cc(NC(=O)CN(C)Cc2ccccc2)cc(C(=O)OC)c1	6	19	0	3	11	1.2	-1	4.6	-15

Screens as filed in PubChem BioAssay.

Some of the compounds tested, so the mix of outcomes need not match the whole.
